Compound activity from PubChem.
KCNK3 block – human KCNK3 channel inhibitors, primary screen, CHO cells, FluxOR thallium flux, B-score; FluxOR fluorescence; hits give low values; B-score at 10 µM; 340,000 compounds, 0.84% hits; AID 602410, 2012;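 active means B-score under library mean minus 4 SD, starting fluorescence ratio at most library mean plus 5 SD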;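 further: more negative B-score means stronger inhibition of thallium flux through KCNK3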
TRPC4 inh – inhibitors of mouse TRPC4 channel, primary screen, Fluo4 calcium, HEK293 TRPC4beta/mu-opioid cells. B-score at 10 µM. 300,000 compounds, 0.39% hits. Short transient receptor potential channel 4 (Mus musculus), Q9QUQ5. DAMGO-evoked Fluo4 calcium flux; hits give low values;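 active means B-score over 3 SD under the library average, no early fluorescence shift, positive overall ratio signal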
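Material: HEK293 cells with stable TRPC4beta plus mu-opioid receptor expression; probe or stimulus: DAMGO in two steps, submaximal then maximal; technique: Fluo4 calcium fluorescence by kinetic imaging, 5 s 1 Hz baseline; measure: integrated fluorescence ratio relative to baseline, converted to per-well B score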
TRPC4 potent – positive allosteric modulators of TRPC4, primary screen, cell-based, mouse TRPC4beta, HEK293 mu-opioid, Fluo-4 calcium; Short transient receptor potential channel 4 (Mus musculus), Q9QUQ5; DAMGO EC20, Fluo-4 Ca2+ flux; hits give high values; B-score at 10 µM; 310,000 compounds, 0.42% hits;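 active means B-score of calcium response area above 5 SD of library B-scores, with initial fluorescence ratio within 5 SD of library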;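 further: B-score of integrated fluorescence ratio over time as area under calcium response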
TRPC4 agonist – activators of mouse TRPC4 channel, primary screen, Fluo4 calcium, HEK293 TRPC4beta/mu-opioid cells. Short transient receptor potential channel 4 (Mus musculus), Q9QUQ5. 310,000 compounds, 0.49% hits. Fluo4 calcium fluorescence; hits give high values. B-score at 10 µM;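 active means B-score above 5 SD of library B-scores, and initial fluorescence ratio not above library mean plus 5 SD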;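 further: positive B-score marks a calcium rise read as TRPC4 activation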
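Material: HEK293 stable line with TRPC4beta plus mu-opioid receptor; technique: Fluo4 calcium-sensitive dye fluorescence, kinetic, 1 Hz baseline; timing: Fluo4 dye loading 45 min at room temperature, 110 s recording; controls: assay buffer as low control, maximal DAMGO as high control; read-out: integrated baseline-normalised fluorescence ratio, converted to per-well B score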
KCNQ1 block – inhibitors of human KCNQ1 channel, primary screen, cell-based, thallium flux, high-throughput; Potassium voltage-gated channel subfamily KQT member 1 (Homo sapiens), P51787; CHO-K1 KCNQ1, FluxOR thallium flux fluorescence; hits give high values; B-score at 10 µM; 310,000 compounds, 1.3% hits; AID 2642, 2010;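 active means compounds whose thallium flux B-score, printed positive for inhibition, exceeds three library SD while starting fluorescence stays within three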;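 further: channel opened by potassium depolarization with thallium stimulus after 20 min compound exposure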
Target sequence (P51787 whole entry, looked up): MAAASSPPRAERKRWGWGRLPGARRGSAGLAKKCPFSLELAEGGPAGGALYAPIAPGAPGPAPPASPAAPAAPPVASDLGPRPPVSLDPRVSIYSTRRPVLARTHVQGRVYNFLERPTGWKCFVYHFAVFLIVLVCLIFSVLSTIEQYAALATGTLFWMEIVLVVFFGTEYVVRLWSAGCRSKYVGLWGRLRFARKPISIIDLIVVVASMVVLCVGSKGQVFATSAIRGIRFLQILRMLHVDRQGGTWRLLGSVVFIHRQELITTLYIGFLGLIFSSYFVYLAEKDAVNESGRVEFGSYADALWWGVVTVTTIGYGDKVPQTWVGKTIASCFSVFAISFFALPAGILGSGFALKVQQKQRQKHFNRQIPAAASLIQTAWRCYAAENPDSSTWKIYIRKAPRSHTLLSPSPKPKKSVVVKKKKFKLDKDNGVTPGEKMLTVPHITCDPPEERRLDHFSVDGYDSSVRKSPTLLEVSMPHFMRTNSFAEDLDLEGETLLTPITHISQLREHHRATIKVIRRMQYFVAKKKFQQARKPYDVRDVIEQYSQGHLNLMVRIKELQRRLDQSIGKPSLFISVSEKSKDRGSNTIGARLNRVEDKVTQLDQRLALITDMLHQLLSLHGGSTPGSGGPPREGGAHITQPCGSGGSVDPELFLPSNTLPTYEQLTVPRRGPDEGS
KCNK9 inh – KCNK9 potassium channel inhibitors, primary screen, HEK293 cells, thallium flux; B-score at 10 µM; 310,000 compounds, 1.2% hits; Potassium channel subfamily K member 9 (Homo sapiens), Q9NPC2; AID 488922, 2010; FluxOR thallium flux fluorescence; hits give low values;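 active means ratio B-score over 3 SD below the library mean, with starting fluorescence within 5 SD of its mean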;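 further: negative B-score means less thallium flux so channel inhibition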
Target sequence (Q9NPC2 whole entry, looked up): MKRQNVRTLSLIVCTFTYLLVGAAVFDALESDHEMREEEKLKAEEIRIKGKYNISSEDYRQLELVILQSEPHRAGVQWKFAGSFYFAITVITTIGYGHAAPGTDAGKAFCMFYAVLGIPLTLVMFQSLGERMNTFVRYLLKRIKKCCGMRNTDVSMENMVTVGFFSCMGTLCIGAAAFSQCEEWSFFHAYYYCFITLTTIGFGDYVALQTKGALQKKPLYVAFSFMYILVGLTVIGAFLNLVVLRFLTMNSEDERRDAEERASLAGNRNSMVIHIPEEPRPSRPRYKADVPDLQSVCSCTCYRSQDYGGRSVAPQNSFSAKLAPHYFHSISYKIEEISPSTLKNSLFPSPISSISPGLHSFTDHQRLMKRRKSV
KCNQ1 pot – potentiators or activators of KCNQ1 channel, primary screen, cell-based, thallium flux, high-throughput; Potassium voltage-gated channel subfamily KQT member 1 (Homo sapiens), P51787; CHO-K1 KCNQ1, thallium flux FluxOR fluorescence; hits give high values; B-score at 10 µM; 310,000 compounds, 0.35% hits; AID 2648, 2010;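 active means fluorescence ratio B-score, a plate-corrected score, at least three library SD, with initial intensity B-score within 5 SD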
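Assay system: CHO-K1 cells stably expressing KCNQ1; Medium: assay buffer with matched DMSO; Also added: K+/Tl+ depolarizing stimulus; Dosing: single dose; Timing: dye 90 min, compound 20 min, room temperature; Measured by: kinetic FluxOR thallium fluorescence, 10-s 1-Hz baseline, 110-s post-stimulus read; Read-out: peak-minus-minimum fluorescence over initial fluorescence, negative-control normalized, B-scored.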
DYRK1A inh – rat Dyrk1A kinase inhibitors, primary screen, biochemical, single point, plate reader; ADP-Glo luminescence, NFATc1 peptide; inhibition, % at 12.5 µM; 310,000 compounds, 0.43% hits; AID 504441, 2011; in the data active means inhibition above about 50%;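 further: plate controls were vehicle with enzyme for no effect and no enzyme for full effect; many of its hits are not listed in these tables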
Platelet DG rel – inhibitors of platelet dense granule secretion, primary screen, cell-based, MLPCN, human platelets | human platelet-rich plasma, SFLLRN dense granule ATP release, luminescence | inhibition, %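 (compounds screened at 7.5 µM in platelet-rich plasma)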 | 300,000 compounds, 0.22% hits | AID 1663, 2009;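 active means mean replicate score, as percent of positive control, at or above 50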
hERG protect – hERG rescue from dofetilide block, primary screen, cell-based, CHO-hERG, FluxOR thallium flux, dofetilide IC70 | dofetilide IC70 present | 310,000 compounds, 0.51% hits | Voltage-gated inwardly rectifying potassium channel KCNH2 (Homo sapiens), Q12809 | AID 1511, 2009 | activation (rescue from dofetilide block), less the hit threshold, % at 10 µM;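 active means activation above the mean of controls blocked by dofetilide plus 5 SD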;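 further: thallium influx through hERG after potassium depolarization seen as dye fluorescence rise; in these data hits start at about 4.7%; inactives centre near -7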
PolyA inh – polyadenylation inhibitors in yeast reporter cells, primary screen, luminescence, S. cerevisiae. 300,000 compounds, 0.02% hits. calls only at 12 µM. S. cerevisiae SKY197-pL101 polyadenylation reporter, beta-gal luminescence; efflux-impaired pdr1/pdr3 knockout yeast; score 100 = 6 SD above DMSO. AID 1875, 2009;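 active means lowest replicate activity score at least 50, where 100 means six control SD above control mean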;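 further: yeast exposed to compound for 9 h at 30 °C; higher score means more reporter readthrough which indicates perturbed polyadenylation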
* hit, by the source's call; i = inactive; nt = not tested or not shown; & = joins results of further samples; ! = not active in a repeat. Some of the compounds tested (hit frequency here may not be typical).

Values in the order – KCNK3 block	TRPC4 inh	TRPC4 potent	TRPC4 agonist	KCNQ1 block	KCNK9 inh	KCNQ1 pot	DYRK1A inh	Platelet DG rel	hERG protect	PolyA inh
1	CCOC(=O)c1c(C)[nH]c(C)c1S(=O)(=O)NCc1cc(C)ccc1C
  i	i	i	i	i	i	i	nt	6	-7	i
2	O=C(c1cnn2c(C(F)(F)F)cc(-c3cccs3)nc12)N1CCOCC1
  i	i	i	i	i	i	i	-4	1	-13	i
3	COc1ccc(NC(=S)NN2CCN(C)CC2)cc1
  i	i	i	i	i	i	i	4	-14	-9	i
4	O=C(CN1C(=O)C2C3C=CC(C3)C2C1=O)OCC(=O)c1ccc(Br)cc1 (stereo not given)
  i	i	i	i	i	i	i	0	-54	-6	i
5	Cc1cc(C)n(-c2ccc(NC(=O)C3CCCCN3C(=O)c3ccoc3)cc2)n1 (stereo not given)
  i	i	i	i	i	i	i	1	1	-1	i
6	Cc1[nH]c2ccc(C(=O)OC(C)C(=O)N(C)c3ccccc3)cc2c1C (stereo not given)
  i	-7*	i	i	i	i	i	1	-1	-12	i
7	COc1ccc(/C=C/C(=O)N2CC(C)OC(C)C2)cc1OC (stereo not given)
  i	i	i	i	i	i	i	9	0	-9	i
8	CN(C)CCOC(=O)CCCCCCCCC(=O)OCCN(C)C
  i	i	i	i	i	i	i	nt	-7	-8	i
9	CCOc1ccc(NC(=O)C2CCCN(C)C2)cc1 (stereo not given)
  i	i	i	i	i	i	i	11	-26	-9	i
10	O=C(NCc1cccc(Cl)c1)c1ccc2c(c1)OCCO2
  i	i	i	i	i	i	i	-1	-8	-2	i
11	CCOC(=O)C1CCN(C(=O)C23CC4CC(CC(C4)C2)C3)CC1
  i	i	i	i	i	i	i	1	4	-16	i
12	COc1cccc(CN2CCNC(=O)C2CC(=O)N(C)CCc2ccccn2)c1OC (stereo not given)
  nt	i	i	93*	i	i	i	nt	7	-8	i
13	Cc1ccccc1Cn1cc(NC(=O)CCCn2nc([N+](=O)[O-])cc2C)cn1
  i	i	i	i	i	i	i	-3	-3	-9	i
14	CN(C)S(=O)(=O)c1ccc(NC(=O)CSc2nnnn2C)cc1
  i	i	i	i	i	i	i	-3	5	-8	i
15	O=[N+]([O-])c1ccc2nc(NS(=O)(=O)c3ccccc3[N+](=O)[O-])sc2c1
  i	i	i	i	i	i	i	16	-4	-6	i
16	O=C(c1cccc2ccccc12)N1CCN(c2ccc([N+](=O)[O-])c(N3CCOCC3)c2)CC1
  i	i	i	i	i	i	i	-3	-8	-9	i
17	COc1cccc(N2[C@@H](CC(=O)O)c3ccc(/C=C/C(=O)O)cc3S2(=O)=O)c1
  i	nt	i	i	i	i	i	-3	-2	0	i
18	O=C1CC(NC(=O)C(F)(F)F)c2cc3c(cc21)OCO3 (stereo not given)
  i	i	i	i	i	i	i	nt	5	-8	i
19	CC(=O)Nc1ccc(/C=C/c2ccc3c([N+](=O)[O-])cccc3n2)cc1
  i	i	i	i	i	i	i	-1	2	0	i
20	O=C(N/N=C/c1ccc(O)cc1O)NC12CC3CC(CC(C3)C1)C2
  i	i	i	i	i	i	i	-4	-4	-6	i
21	CCC1CCCCN1C(=O)COc1ccccc1NC(C)=O (stereo not given)
  i	i	i	i	i	i	i	0	0	-7	i
22	COc1ccccc1NS(=O)(=O)c1ccc(NC(=O)c2[nH]nc(OC)c2[N+](=O)[O-])cc1
  i	i	i	i	i	i	i	nt	nt	-6	nt
23	C=CCN1CC(=O)N2C(C)c3[nH]c4ccccc4c3C[C@H]2C1=O (stereo not given in full)
  i	i	i	i	i	i	i	-3	-4	-3	i
24	O=C(CCCOc1ccc(Cl)cc1)N1CCCCC1
  i	i	i	i	i	i	i	-4	-11	-9	i
25	O=C(O)c1ccccc1/C=N/N1CCN(C2c3ccccc3-c3ccccc32)CC1
  i	i	i	i	i	i	i	-6	-1	-7	i
26	CC1(C)Cc2nc(N)c(=O)sc2C1
  i	i	i	i	i	i	i	1	2	-3	i
27	C/C(CC(=O)N(C(C)C)C(C)C)=N\NC(=O)COc1ccc(Br)cc1Br
  i	i	i	i	i	i	i	9	3	-10	i
28	COC(=O)CCN(C(=O)c1cc([N+](=O)[O-])cc([N+](=O)[O-])c1)c1ccccn1
  i	i	i	i	i	i	i	-14	6	-5	i
29	O=C(CN1CCN(Cc2ccccc2Cl)C1=O)NCc1ccco1
  i	i	i	i	i	i	i	-1	0	-11	i
30	CCCCN(CCCC)c1ncnc2nc[nH]c12
  i	i	i	i	i	i	i	27	2	-27	i

Next part; the last 2 above are carried over.
Values in the order – KCNK3 block	TRPC4 inh	TRPC4 potent	TRPC4 agonist	KCNQ1 block	KCNK9 inh	KCNQ1 pot	DYRK1A inh	Platelet DG rel	hERG protect	PolyA inh
29	O=C(CN1CCN(Cc2ccccc2Cl)C1=O)NCc1ccco1
  i	i	i	i	i	i	i	-1	0	-11	i
30	CCCCN(CCCC)c1ncnc2nc[nH]c12
  i	i	i	i	i	i	i	27	2	-27	i
31	CC1(C)Cc2nc(Cl)c(C#N)cc2CO1
  i	i	i	i	i	i	i	2	0	-8	i
32	CC1CCC(C(C)C)C(OC(=O)Cn2c(-c3ccc(Br)cc3)[n+](C)c3ccccc32)C1 (stereo not given)
  -16*	i	i	i	10*	-13*!	i	-3&-2	4&2	-31&-30	i
33	CCC(C)NC(=O)c1ccccc1NC(=O)C(C)N(c1ccccc1)S(C)(=O)=O (stereo not given)
  i	i	i	i	i	i	i	-5	3	-4	i
34	CC(C)Nc1nc(NC(C)C)nc(Oc2ccc(OCc3ccccc3)nn2)n1
  i	i	i	i	i	i	i	3	nt	-2	i
35	CCN(CC)c1ccc(CN(C(=O)c2ccco2)C2CCS(=O)(=O)C2)cc1 (stereo not given)
  i	i	i	i	i	i	i	3	6	-9	i
36	CC(=O)c1ccc(S(=O)(=O)N2CCN(C(=O)CSc3ccc(C)c(C)c3)CC2)cc1
  i	i	i	i	i	i	i	1	-14	-8	i
37	COc1cc2c(cc1OC)C(C(=O)N1CCCCC1)C(c1ccccc1F)N(C)C2=O (stereo not given)
  i	i	i	i	i	i	i	-7	0	-14	i
38	CC1CCCC(NC(=O)c2ccc3snnc3c2)C1C (stereo not given)
  i	i	i	i	i	i	i	-2	3	-8	i
39	CCOc1ccc(NC(=O)c2sc3nc(N4CCOCC4)c4c(c3c2N)CC(C)(C)OC4)cc1
  i	i	i	i	i	i	i	-4	1	-5	i
40	CCOC(=O)C1CCN(C(=O)COc2cc(C)c(Br)cc2C)CC1
  -11*	i	i	i	i	i	i	8	0	-8	i
41	CC(OC(=O)c1ccccc1O)C(=O)Nc1ccc(Cl)cn1 (stereo not given)
  i	i	i	i	i	i	i	-3	3	-4	i
42	CCc1ccccc1NC(=S)Nc1cc(OC)c(NC(=O)C(C)C)cc1OC
  i	i	i	i	i	i	i	4	-10	-10	i
43	CC[C@@]12C(=O)N(c3cccc(Br)c3)C(=O)N1[C@H](c1ccc(Br)cc1)[C@@H]1C(=O)N(C(C)(C)C)C(=O)[C@@H]12
  i	i	i	i	i	i	i	-3	-4	-5	i
44	CC(NC(=O)c1cc(-c2cccs2)on1)c1ccccc1 (stereo not given)
  i	i	i	i	i	i	i	nt	1	-11	i
45	Cc1cc(-n2cnnn2)cc(C)c1S(=O)(=O)N(C)c1ccccc1
  i	i	i	i	i	i	i	1	1	-8	i
46	Cc1ccc(CC2C(=O)N(CC(=O)O)C(=O)C2C)cc1 (stereo not given)
  i	i	i	i	i	i	i	-3	8	-13	i
47	COC(=O)Cn1cnc2scc(-c3ccc(C)cc3)c2c1=O
  i	i	i	i	i	i	i	nt	-7	-5	i
48	C=C(c1ccccc1)c1ccc(N(C)C)cc1
  i	i	i	i	i	i	i	7	-3	-7	i
49	O=C(Nc1ccc2c(c1)CCC2)C1CCCN(c2ncccn2)C1 (stereo not given)
  i	i	i	i	i	i	i	4	-1	-12	nt
50	CCCc1nc2oc3c(=O)[nH]cnc3c2c2c1CCCC2
  i	i	i	i	i	i	i	2	7	-10	i
51	O=C(O)C1C2CCC(O2)C1C(=O)Nc1ccc(OC(F)F)cc1 (stereo not given)
  i	i	i	i	i	i	i	10	4	-10	i
52	O=C(CCNc1n[nH]c(=O)[nH]c1=O)N1CCCCC1
  i	i	i	i	i	i	i	-2	2	-3	i
53	Cc1ccc(Cn2nc(C)c(NC(=O)c3noc4c3CCCCC4)c2C)cc1
  i	i	i	i	i	i	i	3	-2	-12	i
54	O=C(CCS(=O)(=O)c1ccccc1)Nc1ccc2c(c1)OCO2
  i	i	i	i	i	i	i	2	2	-7	i
55	CC(C)C(C(=O)NC(C)(C)C)N1C(=O)c2ccccc2C1=O (stereo not given)
  i	i	i	i	i	i	i	8	-1	-3	i
56	COc1ccccc1C(=O)OCc1c(F)cccc1Cl
  i	i	i	i	i	i	i	-13	-2	-11	i
57	CCCCCNC(=O)CCn1c(=O)oc2ccccc21
  i	i	i	i	i	i	i	3	-3	-12	i
